Compound activity deposited in PubChem by National Center for Advancing Translational Sciences (NCATS).
12-hLO inh: blocks human 12-lipoxygenase activity. AID 1452. Potency, µM (series often up to 57.1 µM), for the others: at the top dose activity change, negative = inhibition, hits mostly inhibitors. P18054. purified 12-hLO, xylenol orange hydroperoxide absorbance. 150,000 tested, 0.12% active; further: potency means the concentration at half of the fitted maximal effect; nearly all actives have a fitted effect of over 55% in size; many of its hits are not listed in these tables
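Hydroperoxide formation by human 12-lipoxygenase from 40 uM arachidonic acid was followed colorimetrically via ferric-xylenol orange complex, using the 573/405 nm absorbance ratio. Enzyme concentration was 150 nM, with 30 min reaction at room temperature.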
IMPase cell inh: cell-permeable inhibitors of inositol monophosphatase (IMPase); P97697; inhibition (IP1 accumulation), % at 46.1 µM; CHO-M1 cells, IP1 accumulation, HTRF TR-FRET ratio; 120,000 tested, under 10 active; AID 901; active means well fitted curve in the direction sought with a large enough effect in the signal ratio, not every such curve was filed as active; inconclusive means small, poorly fitted or top-dose-only effect, or a change in a side signal; inactive means no such curve, though single readings can be large or run the other way; the % refers to the signal ratio;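 further: cells stimulated with carbachol in lithium chloride buffer; plate controls were DMSO basal wells for no effect and reference inhibitor wells for full effect; higher means more IMPase inhibition seen as more IP1 and lower FRET ratio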
Target sequence (P97697 whole entry, looked up): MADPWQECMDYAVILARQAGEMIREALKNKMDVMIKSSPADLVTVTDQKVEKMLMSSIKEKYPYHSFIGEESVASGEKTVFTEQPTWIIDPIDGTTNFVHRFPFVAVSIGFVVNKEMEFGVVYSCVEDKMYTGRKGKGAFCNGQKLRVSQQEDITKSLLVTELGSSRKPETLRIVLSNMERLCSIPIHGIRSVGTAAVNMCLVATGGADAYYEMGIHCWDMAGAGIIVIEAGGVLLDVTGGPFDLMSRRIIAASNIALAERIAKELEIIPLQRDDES
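Cellular IMPase inhibition is scored as a rise in cytosolic IP1, detected by competitive TR-FRET between d2-labelled IP1 and a europium anti-IP1 antibody. M1-expressing CHO cells were stimulated with carbachol for 30 min at 37C, with lithium (50 mM LiCl) present in the buffer.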
PNC assembly inh: inhibitors of perinucleolar compartment assembly | PC3M PTB-GFP, PNC prevalence imaging, 16 h; hits give low values | activity change (PNC), negative = inhibition, % at 10 µM | 140,000 tested, 3.1% active | AID 2417;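 active means readout at or below -70, meaning at least 70% loss of cells showing the perinucleolar compartment, a nuclear body marking cancer cells; inconclusive means readout between -30 and a set limit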;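 further: plate controls were DMSO wells for no effect and camptothecin positive control wells for full effect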
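Read-out is percentage of cells bearing a perinucleolar compartment, from automated 20x imaging of fixed, Hoechst-stained PC3M PTB-GFP cells. Cells were seeded 4 h, then exposed 16 h to compound (23 nl of library stock) in duplicate plates.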
15-hLO-2 inh: inhibitors of human 15-lipoxygenase 2 (ALOX15B) | purified 15hLO-2, xylenol orange hydroperoxide absorbance | Potency, µM (doses to about 57.1 µM), inactives show at the highest dose activity change, negative = inhibition, most hits filed as inhibitors | 110,000 tested, 0.56% active; further: potency means the concentration at half of the fitted maximal effect; nearly all actives have a fitted effect of over 60% in size; many of its hits are not listed in these tables
Target sequence (O15296 whole entry, looked up): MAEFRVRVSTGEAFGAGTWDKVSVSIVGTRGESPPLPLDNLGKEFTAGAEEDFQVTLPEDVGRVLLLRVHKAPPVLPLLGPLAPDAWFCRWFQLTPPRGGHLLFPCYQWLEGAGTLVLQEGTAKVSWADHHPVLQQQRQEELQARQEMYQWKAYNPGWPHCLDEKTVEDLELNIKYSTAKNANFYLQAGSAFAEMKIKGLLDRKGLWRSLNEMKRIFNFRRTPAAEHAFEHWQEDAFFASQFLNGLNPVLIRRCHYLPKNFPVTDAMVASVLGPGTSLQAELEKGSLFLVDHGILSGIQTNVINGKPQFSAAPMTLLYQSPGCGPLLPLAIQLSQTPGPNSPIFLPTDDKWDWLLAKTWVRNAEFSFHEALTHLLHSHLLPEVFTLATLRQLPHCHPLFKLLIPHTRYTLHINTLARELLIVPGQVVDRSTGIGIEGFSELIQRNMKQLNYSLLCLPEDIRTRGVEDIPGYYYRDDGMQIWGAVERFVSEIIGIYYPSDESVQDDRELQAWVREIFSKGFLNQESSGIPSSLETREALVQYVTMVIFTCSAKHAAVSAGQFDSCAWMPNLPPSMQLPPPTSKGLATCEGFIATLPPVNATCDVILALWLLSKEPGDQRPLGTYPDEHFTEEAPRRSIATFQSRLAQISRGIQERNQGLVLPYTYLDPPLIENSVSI
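Read-out: hydroperoxide product oxidises ferrous iron, measured as xylenol orange complex via the 573-to-405 nm absorbance ratio after 30 min. Reaction: 50 nM enzyme, 15 min compound preincubation, 45 uM arachidonic acid, 90 min RT, Hepes pH 7.5 with Triton X-100.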
An asterisk follows results filed as active; ? = inconclusive; . = no result given; & = joins results of further samples; [ ] = another dose, or the depositor's remark. Unless noted, the call rests on the fitted dose curve; in most records, active means well fitted curve in the direction sought with a large enough effect; inconclusive means small, poorly fitted or top-dose-only effect, or another doubt; inactive means no such curve, though single readings can be large; an effect the other way counts as inactive or inconclusive. Unless noted, on the % scale 0 is the no-effect control and ±100 the full control effect. A portion of the library, so the mix of outcomes need not match the whole.

SMILES	12-hLO inh	IMPase cell inh	PNC assembly inh	15-hLO-2 inh
O=C(Cn1cc2c(n1)CCCCC2)NCCN1CCOCC1	-2%	6	?	.
CC(C)N(Cc1cc2ccccc2[nH]c1=O)C(=O)C1CCCCC1	-1%	-3	21	0%
O=C1c2ccccc2-c2nc3ncnn3c(-c3ccccc3Cl)c21	11%	20	6	2%
CCCn1c(=O)[nH]c(=O)c2c1nc(-c1ccccc1OC(F)F)n2CCOC	-3%	6	-13	5%
O=C(O)CC1SC(=Nc2cccc(O)c2)NC1=O (stereo not drawn)	4%	-4	-17	7%
O=C1C=CC(O)(c2cc(=O)c3c(O)cc(O)cc3o2)C=C1	-4%	.	-119*	.
CCOc1ccc2c(C)c(C)c(=O)oc2c1OCC	0%	0	23	1%
O=C1CN(C(=O)COc2cccc(F)c2)c2ccccc2N1	1%	8	1	.
CC(C)C[C@H](NC(=O)Nc1cccc(Cl)c1)C(=O)O	-3%	-5	?	6%
CN(C)S(=O)(=O)c1ccc(Cl)c(NC(=O)CSc2nc3c(cc2C#N)C(=O)CCC3)c1	1%	.	125	.
CCOC(=O)COc1cc2c(C(=O)OCC)c(C)oc2cc1Br	-2%	9	?	-1%
COc1ccc(-c2cc(C(=O)OCC(=O)N(C)C)c3ccccc3n2)cc1	-6%	4	-22	-13%
N#Cc1nc(-c2ccc(OCc3ccccc3)cc2)oc1N1CCOCC1	5%	11	29	-1%
C=CCSc1nc(N)c(C(=O)Nc2ccccc2C)cc1C(N)=O	-6%	-9	-6	-9%
COc1ccc(NC(=O)c2cc(C(C)C)on2)cc1OC	3%	3	3	-5%
CC(C)COC(=O)NCCCOC(=O)Nc1ccccc1	8%	0	4	7%
O=C(c1coc(=O)c(Br)c1)N1CCOCC1	0%	23	16	19%
O=C(COC(=O)C1CC2C=CC1C2)NCc1ccccc1Cl (stereo not drawn)	-2%	.	-12	.
CCCCN1C=C(C(=O)OC)C(c2ccccc2C(F)(F)F)C(C(=O)OC)=C1	-1%	0	-1	-2%
COc1ccccc1-c1c(C)nn2c(N3CCN(c4ccccc4OC)CC3)cc(C)nc12	-6%	6	7	25%
Nc1nc(CN2CCCCCC2)nc(Nc2ccc(F)cc2)n1	-2%	-1	5	39%[activator]
OCCN1CCN(CC/C=C2\c3ccccc3Sc3ccc(C(F)(F)F)cc32)CC1	8%[25.6 µM]	10[20.6 µM]	.	41%[activator][25.6 µM]
Cc1cc(C)n2nc(C(=O)NC(C)(C)C)nc2n1	6%	-2	37	-11%
COc1ccc(S(=O)(=O)N2CCCCC2)cc1NS(=O)(=O)c1cc(Cl)ccc1Cl	-2%	.	?	.
CN(c1cccc(NC(=O)c2ccccc2N(C)S(=O)(=O)c2ccccc2)c1)S(C)(=O)=O	1%	.	38	.
CCCN1C[C@H](CSC)C[C@@H]2c3cccc4[nH]cc(c34)C[C@H]21	-2%&-6%	3	-9	13%
CNc1nc(C)c(C(=O)OCC(=O)OC)s1	4%	4	7	0%
O=c1oc2ccccc2cc1-c1ccc(O)cc1O	-3%	.	?	.
CC(=O)Nc1ccccc1C=C1c2ccccc2-c2ccccc21	-1%[11.4 µM]	.	.	-4%[11.4 µM]
COc1ccc(OC)c(NC(=O)CSC2=NCCS2)c1	1%	1	5	-2%

Structural class: those above containing an aryl thioether with sulfur outside any ring.
SMILES	12-hLO inh	IMPase cell inh	PNC assembly inh	15-hLO-2 inh
CN(C)S(=O)(=O)c1ccc(Cl)c(NC(=O)CSc2nc3c(cc2C#N)C(=O)CCC3)c1	1%	.	125	.
C=CCSc1nc(N)c(C(=O)Nc2ccccc2C)cc1C(N)=O	-6%	-9	-6	-9%

Taken from above:
Entry of COc1ccc(S(=O)(=O)N2CCCCC2)cc1NS(=O)(=O)c1cc(Cl)ccc1Cl under 12-hLO inh: -2%
Entry of CCCCN1C=C(C(=O)OC)C(c2ccccc2C(F)(F)F)C(C(=O)OC)=C1 under 12-hLO inh: -1%
Entry of CN(c1cccc(NC(=O)c2ccccc2N(C)S(=O)(=O)c2ccccc2)c1)S(C)(=O)=O under 12-hLO inh: 1%
Entry of Nc1nc(CN2CCCCCC2)nc(Nc2ccc(F)cc2)n1 under IMPase cell inh: -1
Entry of O=c1oc2ccccc2cc1-c1ccc(O)cc1O under 12-hLO inh: -3%
Entry of COc1ccccc1-c1c(C)nn2c(N3CCN(c4ccccc4OC)CC3)cc(C)nc12 under PNC assembly inh: 7

A portion from the list above, for reference:
SMILES	12-hLO inh	IMPase cell inh	PNC assembly inh	15-hLO-2 inh
CC(=O)Nc1ccccc1C=C1c2ccccc2-c2ccccc21	-1%[11.4 µM]	.	.	-4%[11.4 µM]
COc1ccc(OC)c(NC(=O)CSC2=NCCS2)c1	1%	1	5	-2%

Next results
SMILES	12-hLO inh	IMPase cell inh	PNC assembly inh	15-hLO-2 inh
CCCCOc1cccc(C2C(C(=O)c3cccs3)=C(O)C(=O)N2Cc2cccnc2)c1 (stereo not drawn)	0%	.	?	.
CC1(C(=O)O)CC(C)(C(=O)O)CC(C)(C(=O)O)C1 (stereo not drawn)	3%	10	?	0%
O=C(NNC1=NCCC1)c1cccc(S(=O)(=O)N2CCOCC2)c1	1%	0	12	.
COC(=O)c1cccc(NC(=O)c2nn(C(C)C)c(=O)c3ccccc23)c1	-2%	-5	11	-3%
Cc1nn(Cc2ccccc2)c(C)c1NC(=O)CSc1nc(C2CC2)nc2c1cnn2-c1ccccc1	3%	3	-88*	-25%
CCOC(=O)N(Cc1ccccc1)C(C(=O)O)C(C(=O)O)N(Cc1ccccc1)C(=O)OCC (stereo not drawn)	0%	6	-10	-5%
CC12CCC(C(=O)NCc3cccnc3)(OC1=O)C2(C)C (stereo not drawn)	4%	-6	15	-5%
COc1ccccc1NS(=O)(=O)c1cccc2cccnc12	-1%	-14	?	-3%
CCc1ccc(-n2c(CSc3nnnn3-c3ccccc3)nc3ccccc3c2=O)cc1	-2%	-3	27	-6%
Cc1cc2ncn(CC(O)COc3cccc(C(=O)O)c3)c2cc1C (stereo not drawn)	6%	16	64	1%
Cc1ccc(C)c(NC(=O)c2ccccn2)c1	-1%	1	1	2%
COc1cc(C2C(C#N)=C(N)Oc3n[nH]c(-c4ccncc4)c32)cc(OC)c1OC (stereo not drawn)	8%	5	6	0%
C/C(CC(=O)NCCCN1CCOCC1)=N\NC(=O)COc1ccc(C)cc1	2%	5	-11	.
O=c1c2ccccc2nnn1CSc1nnc2ccccn12	5%	-4	-28	-2%
COC(=O)c1cccc(S(=O)(=O)N2CCOCC2)c1	3%	2	4	3%
COc1cccc(/C(C#N)=C/c2c(-c3ccc(Cl)cc3)nc3c(C)cccn23)c1	-3%	9	-99*	7%
Oc1cc(NCc2cccnc2)ccc1-c1nc2ccccc2o1	1%	-2	-2	31%[activator]
Cc1csc(Cn2c(CN(C)C)nc3ccccc3c2=O)n1	6%	-9	17	9%
C=CCc1cccc(/C=N/NC(=O)CNc2ccccc2)c1O	?	4	16	2%
COCCN(C(=O)c1ccccc1)c1nnc(-c2cccnc2)s1	-1%	8	11	2%
CS(=O)(=O)N(CC(=O)N1CCCCC1)c1sc2c(c1C#N)CCCC2	-4%	2	2	0%
CC(C)NCCOCCSc1ccc(Cl)cc1	0%	8	-9	15%
COc1ccc(S(=O)(=O)NCc2ccco2)c2ccccc12	-6%	8	-11	-10%
CCOC(=O)C1CCCN(Cc2ccc(O)c(OC)c2)C1 (stereo not drawn)	-7%	-3	22	-10%
Cc1cc(NC(=O)COC(=O)c2cccc(OCc3ccccc3)c2)no1	-5%	-9	?	-3%
Cc1ccc(C(=O)NCCSCc2ccc(Cl)cc2Cl)cc1[N+](=O)[O-]	-6%	.	-12	.
O=C(Cn1cnc2c(nnn2Cc2ccc(F)cc2)c1=O)NC1CCCC1	-5%	-1	?	3%
Cn1c(SCC(=O)Nc2ccc3nc(SCC(=O)NC4CC4)sc3c2)nnc1-c1ccccc1	-1%	2	?	.
Cc1cccc(OCC(=O)Nc2ccc3c4c(cccc24)CC3)c1C	3%	.	6	.
CC(c1ccccc1F)n1cc(C(=O)NCc2ccncc2)nn1 (stereo not drawn)	-6%	3	14	1%
Cc1ccc([N+](=O)[O-])cc1NC(=S)NC(=O)c1cccs1	2%	3	?	.
CC(C)CN(CC(C)C)S(=O)(=O)N1CCC(C(=O)NCc2ccccn2)CC1	0%	4	-29	?
COc1cccc(NC(=O)CSc2nc(N)cc(N)n2)c1	1%	?	-19	-1%
CC1(C)CC(=O)C(C=NCCN2CCNC2=O)=C(O)C1	2%	.	12	.
COc1c(NC(C)=O)c2ccccc2c2ccccc12	-4%[11.4 µM]	.	.	-5%[11.4 µM]
CCOC(=O)c1c(NC(=O)C2CCCN(S(=O)(=O)c3ccc(C)cc3)C2)sc2c1CCCC2 (stereo not drawn)	0%	.	?	.
Cc1ccccc1NC(=O)CCC(=O)OCCCC(F)(F)C(F)(F)F	-4%	4	10	-6%
CC(C)(C)NC(=O)/C=N/O	4%	-5	?	.
OC(c1ccc(Cl)cc1Cl)C(Cc1cccnc1)n1cncn1 (stereo not drawn)	-5%	1	18	1%
O=C(Nc1cccnc1Cl)c1ccc(Cl)c([N+](=O)[O-])c1	2%	.	46	.
CCOC(=O)c1ccc(COC(=O)CCc2nc(-c3ccccc3)c(-c3ccccc3)o2)cc1	-5%	4	-14	10%
COc1cc(C(=O)Nc2cc(C)ccn2)cc(OC)c1OC	4%	3	-15	1%
O=C(CSc1ncccn1)NCc1ccccc1	1%	-2[1.84 µM]	?	4%[11.4 µM]
O=C(c1ccco1)N1CCN(S(=O)(=O)c2ccc(Cl)s2)CC1	5%	1	27	3%
O=c1c(-c2ccc(Cl)cc2)nc2cnc(N3CCOCC3)nc2n1C1CC1	-1%	.	.	-2%
Cc1nn(-c2ccccc2)c2c1C(c1cccnc1)N1C=C(S(=O)(=O)N3CCCCC3)C=CC1=N2 (stereo not drawn)	-5%	-2	11	7%
CC1(C)CC(=O)C2=C(C1)Oc1ncn(CCCn3ccnc3)c(=N)c1C2c1ccccc1 (stereo not drawn)	-1%	2	-2	56%[activator]
CCCc1nc2oc3c(NCC4CCCO4)ncnc3c2c2c1COC(C)(C)C2 (stereo not drawn)	0%	-11	?	6%
O=C(COc1ccccc1)Nc1ccc(S(=O)(=O)N2CCCC2)cc1	3%	0	-25	-6%
O=C(CN1C(=O)C2CC=CCC2C1=O)Nc1ccc(-c2nnc3n2CCCCC3)cc1 (stereo not drawn)	-7%	0	19	6%
CC1CCC(NC(=O)C2c3ccccc3C(=O)N2CCCN2CCOCC2)CC1 (stereo not drawn)	-1%	14	-3	4%

Part of the list above, limited to 15-hLO-2 inh, IMPase cell inh and PNC assembly inh.
structure,15-hLO-2 inh,IMPase cell inh,PNC assembly inh
Cc1nn(-c2ccccc2)c2c1C(c1cccnc1)N1C=C(S(=O)(=O)N3CCCCC3)C=CC1=N2 (stereo not drawn),7%,-2,11
CC1(C)CC(=O)C2=C(C1)Oc1ncn(CCCn3ccnc3)c(=N)c1C2c1ccccc1 (stereo not drawn),56%[activator],2,-2
